# Assay outcomes as filed in PubChem BioAssay.
# EPAC2 antagonist: blocks human EPAC2 exchange factor. EPAC2 GEF exchange of Rap1B-BODIPY-GDP, fluorescence. Potency, µM (doses to about 114 µM), without a hit: at the highest dose activity, negative = inhibition, hits mostly inhibitors. 0.18% of 360,000 active. AID 720708; note: potency is the fitted concentration of half-maximal effect; % is set by controls: 0 for no effect and ±100 for the full control effect; nearly all actives have a fitted effect of over 45% in size; many of its hits are not listed in these tables
# Target sequence (Q8WZA2 whole entry, looked up): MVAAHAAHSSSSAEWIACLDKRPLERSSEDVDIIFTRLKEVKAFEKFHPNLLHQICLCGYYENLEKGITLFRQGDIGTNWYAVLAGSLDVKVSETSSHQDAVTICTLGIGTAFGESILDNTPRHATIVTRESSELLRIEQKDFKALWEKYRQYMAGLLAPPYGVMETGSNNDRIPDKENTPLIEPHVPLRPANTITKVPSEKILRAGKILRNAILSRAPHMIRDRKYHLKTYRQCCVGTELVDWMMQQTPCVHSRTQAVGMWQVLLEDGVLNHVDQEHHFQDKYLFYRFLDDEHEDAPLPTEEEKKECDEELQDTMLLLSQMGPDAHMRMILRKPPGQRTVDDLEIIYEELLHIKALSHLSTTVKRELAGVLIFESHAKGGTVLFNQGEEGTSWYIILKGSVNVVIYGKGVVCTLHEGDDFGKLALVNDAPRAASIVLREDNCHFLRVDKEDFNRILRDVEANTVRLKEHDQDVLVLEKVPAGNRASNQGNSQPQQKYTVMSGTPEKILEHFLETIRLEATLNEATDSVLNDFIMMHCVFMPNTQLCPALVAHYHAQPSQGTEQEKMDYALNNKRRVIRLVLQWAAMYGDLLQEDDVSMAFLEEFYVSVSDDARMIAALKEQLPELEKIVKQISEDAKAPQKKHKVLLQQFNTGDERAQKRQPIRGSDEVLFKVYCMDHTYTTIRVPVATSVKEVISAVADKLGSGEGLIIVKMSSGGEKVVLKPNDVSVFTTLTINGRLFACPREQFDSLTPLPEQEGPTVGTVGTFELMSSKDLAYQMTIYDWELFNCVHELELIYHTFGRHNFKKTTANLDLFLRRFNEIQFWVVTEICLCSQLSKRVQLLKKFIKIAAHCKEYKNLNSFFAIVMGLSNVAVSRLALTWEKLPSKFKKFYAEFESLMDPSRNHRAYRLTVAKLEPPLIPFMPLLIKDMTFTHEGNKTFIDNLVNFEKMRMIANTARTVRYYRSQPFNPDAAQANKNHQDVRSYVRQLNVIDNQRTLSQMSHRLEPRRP
# Nrf2 inh: blocks Nrf2 signaling; Potency, µM (series often up to 46 µM), for inactives: top-dose activity change, negative = inhibition, usual class: inhibitors; 2.1% of 360,000 active; A549 ARE-Fluc reporter, luciferase luminescence, 18-24 h; note: potency is the fitted concentration of half-maximal effect; % is set by controls: 0 for no effect and ±100 for the full control effect; nearly all actives have a fitted effect of over 60% in size
#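 In this cell-based qHTS, ARE-driven firefly luciferase in A549 cells reports Nrf2 activity; the luminescent signal after BugLite lysis is the measured value, with a prior CellTiter-Fluor read for cell health.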
# A549 tox: kills or reduces viability of A549 cells in Nrf2 counter-screen. A549 ARE-Fluc cells, CellTiter-Fluor viability, 18-24 h. AID 504648. Potency, µM (series often up to 46 µM), inactives show top-dose activity change, negative = cytotoxicity, most hits filed as inhibitors. 0.16% of 390,000 active; note: potency is the fitted concentration of half-maximal effect; % is set by controls: 0 for no effect and ±100 for the full control effect
#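 A549 ARE_Fluc cells in 5% FBS OPTI-MEM were exposed to compounds in concentration-response for 18-24 h at 37 deg C. Viability was read by CellTiter-Fluor fluorescence (Ex 405/Em 525) after 30 min, before the luciferase read.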
# TGFb SMAD3 inh: TGF-b pathway inhibition. HepG2 CAGA-GFP TGF-b/SMAD3 reporter, GFP fluorescence, 18 h; TGF-beta stimulated, 500 pg/mL final. Potency, µM (doses to about 46.1 µM), without a hit: at the highest dose activity, negative = inhibition, actives largely listed as inhibitors. 1.2% of 410,000 active. AID 588855; note: potency is the fitted concentration of half-maximal effect; % is set by controls: 0 for no effect and ±100 for the full control effect; nearly all actives have a fitted effect of over 65% in size
#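 TGF-beta reporter screen: HEPG2 CAGA-GFP, 1% FBS, 500 pg/mL TGF-beta final, 18 h; per-cell GFP summed per well; curves fitted and categorized by class.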
# pAkt inh: Akt phosphorylation inhibition. Neuro2A IGF-stimulated pAkt S473 HTRF, 20 min; hits give low values. 0.32% of 360,000 active. activity change, % for hits at 50 µM; in the data active = activity change below about -80%; inconclusive = mostly about -51% to -80%; note: % is set by controls: 0 for no effect and ±100 for the full control effect
#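 Single-point screen (50 µM final compound) in Neuro2A cells stimulated 20 min with 6 nM IGF at 37 deg C. After lysis, Ser473-phosphorylated Akt read by HTRF (ex 330 nm, em 615/665 nm) as the 665/615 ratio.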
# Nrf2 activator: activators of Nrf2 (ARE) signaling. 0.31% of 410,000 active. AREc32 ARE-luciferase reporter (MCF7-derived line), luminescence, 24 h. Potency, µM (top dose mostly 46.1 µM), without a hit: top-dose activation, most hits filed as activators; note: potency is the fitted concentration of half-maximal effect; % of control where 0% means no effect; nearly all actives have a fitted effect of over 65% in size
#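 Luciferase luminescence (Steady-Glo, 30 min at room temperature) served as the read-out of ARE activation in AREc32 cells treated with compounds for 24 hr at 37 deg C.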
# MmCpn inh: M. maripaludis TRiC chaperonin inhibition. purified Mm-Cpn ATPase, ADP Transcreener TR-FRET. Potency, µM (highest dose often 76.9 µM), for the others: at the highest dose activity, negative = inhibition, most hits filed as inhibitors. 0.031% of 330,000 active; note: potency is the fitted concentration of half-maximal effect; % is set by controls: 0 for no effect and ±100 for the full control effect; nearly all actives have a fitted effect of over 80% in size
#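 Reaction buffer contained 30 mM Tris pH 7.4, 100 mM KCl, 5 mM MgCl2 and 1 mM DTT. Mm-CPN (25 nM final) hydrolysed 10 uM ATP over 30 min at 37°C; ADP was read by HTRF.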
# EPAC2 ag: agonists of human EPAC2 (RAPGEF4); Q8WZA2; 0.079% of 360,000 active; EPAC2 activation, biochemical qHTS; response scale: 100% = 6.5 mM cAMP response; Potency, µM (highest dose often 154 µM), without a hit: top-dose activation, usual class: activators; note: potency is the fitted concentration of half-maximal effect; nearly all actives have a fitted effect of over 50% in size
#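 Compounds were titrated in qHTS against a Rap1B-BODIPY-GDP (250 nM) complex with EPAC2 (100 nM) and GDP (50 uM). BODIPY-GDP release tracked at 480/540 nm over 30 min at room temperature, normalized to 6.5 mM cAMP.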
# CCT modulator: changes cytosolic chaperonin activity; purified chaperonin ATPase assay, HTRF ADP detection, 30 min; 0.3% of 360,000 active; AID 651819; activity change, % (no concentration beside the values), hits read low; in the data active = activity change below about -30%; note: % is set by controls: 0 for no effect and ±100 for the full control effect
#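 First, chaperonin was dispensed at 40 nM or 20 nM final depending on batch activity. Next, compounds were pinned at 76 uM and ATP added at 10 uM. After 30 min at 37 °C, ADP detection reagents ran 30 min at ambient temperature.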
# * marks the source's active call; other numbers are inactive results; i = inactive; ? = inconclusive; . = not tested or not shown; [ ] = dose if it differs, or a comment. Unless noted, calls come from the whole dose curve; as a rule, active = well fitted curve in the direction sought with a large enough effect; inconclusive = small, poorly fitted or top-dose-only effect, or another doubt; inactive = no such curve, though single readings can be large; an effect the other way counts as inactive or inconclusive.
SMILES,EPAC2 antagonist,Nrf2 inh,A549 tox,TGFb SMAD3 inh,pAkt inh,Nrf2 activator,MmCpn inh,EPAC2 ag,CCT modulator
CCC1(c2ccccc2)NC(=O)N(CC(=O)NCc2ccccc2OC)C1=O (stereo not given),-1.7%,-11.2%,-2.9%,1.5%,i,0.5%,-0.5%,10.5%,-2.4
CCNS(=O)(=O)c1ccc(C(=O)OCC(=O)N2CCCc3ccccc32)cc1,0.1%,2.8%,-0.2%,4.4%,i,0.1%,1.7%,-5.7%,1.5
CC(=O)O[C@H]1[C@H](O)[C@H](Oc2c(O)c(C)c3c4c2[C@@H](C)CC[C@@H]4[C@@H](C)C[C@H]3C=C(C)C)O[C@@H](C)[C@H]1O,-21.8%,11.0%,-12.6%,11.2µM*,i,-3.3%,1.0%,-16.3%,-1.4
CCOc1cc(C(=O)Nc2cccc(C(C)=O)c2)ccc1OCC(=O)N1CCCCC1,6.8%,-20.1%,4.4%,-0.5%,i,2.1%,-0.7%,0.2%,1.3
O=C(NCc1cn(-c2ccccc2)nc1-c1ccccc1)c1cccc([N+](=O)[O-])c1,-3.6%,-23.7%,-12.9%,?,i,0.4%,-2.3%,7.1%,-3.0
Cc1ccc(C)c(C(=O)CCC(=O)OCn2nnc3ccccc3c2=O)c1,9.5%,-14.5%,15.3%,-8.9%,i,-0.2%,-0.1%,4.0%,0.5
CC1(C)C(=O)C2(CCCCC2)C(=O)OC1c1cccc([N+](=O)[O-])c1 (stereo not given),2.9%,1.1%,-2.2%,-0.4%,i,-0.3%,-2.1%,-12.1%,-0.8
OCCCc1nc2n(n1)C(c1ccccc1)C=C(c1ccccc1)N2 (stereo not given),-1.6%,?,?,3.3%,i,3.7%,-3.6%,6.0%,-1.4
CCc1ccccc1NC(=O)CN(C)S(=O)(=O)c1ccc2c(c1)c(=O)n(C)c(=O)n2C,-4.0%,1.4%,0.0%,-5.5%,i,-0.2%,-1.4%,10.9%,-0.9
COc1ccc(S(=O)(=O)N2CCCCCC2)cc1C(=O)N(C)Cc1ccc(C(C)(C)C)cc1,-14.1%,?,?,?,i,0.3%,2.8%,-6.3%,-2.6
CCc1nnc(NC(=O)CSc2nnc3c(C)cc4c(C)ccc(C)c4n23)s1,-21.3%,1.9%,-13.3%,0.0%,i,-0.3%,0.3%,-0.5%,1.3
COCCNC(=S)Nc1ccc(S(=O)(=O)Nc2ncccn2)cc1,3.3%,-25.8%,13.8%,-12.2%,i,2.6%,-1.3%,7.4%,-1.6
COc1cccc(CNC(=O)c2ccccc2NC(=O)C2=C(C)OCCS2)c1,7.3%,-13.6%,9.2%,14.4%,i,-0.6%,1.2%,7.9%,0.2
Cc1nc(N)nc(N)c1-c1ccc([N+](=O)[O-])cc1,2.2%,?,-6.8%,-4.3%,i,0.6%,.,6.8%,-1.2
O=C(Nc1cccc(S(=O)(=O)N2CCCCC2)c1)c1ccc([N+](=O)[O-])o1,-17.6%,1.6%,1.9%,?,i,?,-1.7%,0.4%,0.0
Cc1onc(-c2c(Cl)cccc2Cl)c1C(=O)Nc1ccc(C(N)=O)cc1,-9.4%,5.2%,-5.7%,-11.2%,i,-0.7%,1.6%,5.2%,-0.3
COc1ccc(C(C(=O)NCc2ccccc2)N(C(=O)Cn2nnc3ccccc32)c2ccc(F)cc2)cc1 (stereo not given),.,-10.9%,-13.9%,-13.3%,.,-0.7%,.,.,.
Cc1ccc(NC(=O)C(C)Sc2nnc3ccccn23)cc1 (stereo not given),12.8%,23.2%,10.3%,-1.5%,i,0.3%,1.6%,-1.1%,-0.7
Cc1cccc(C(=O)Nc2cccc(C(=O)N/N=C/c3ccccn3)c2)c1,3.0%,0.7%,12.2%,-17.7%,i,3.2%,0.9%,2.2%,-3.3
CCCCCn1c(=N)n(CC(O)COc2cccc(C)c2)c2ccccc21 (stereo not given),.,-12.2%,-16.1%,?,.,-4.0%,.,.,.
O=C(c1ccc2c(c1)N(Cc1ccc(Cl)cc1)C(=O)c1ccccc1S2(=O)=O)N1CCN(Cc2ccccc2)CC1,.,?,-16.2%,-10.7%,.,-0.5%,.,.,.
c1ccc(CCc2nc(-c3cccnc3)no2)cc1,-1.1%,7.3%,2.0%,4.5%,i,10.0%,0.2%,-5.2%,1.3
CN(CC(=O)Nc1ccc(Cl)cc1)S(=O)(=O)c1ccc2c(c1)n(C)c(=O)c(=O)n2C,-0.1%,12.1%,4.1%,-6.1%,i,-0.4%,-2.8%,-6.6%,-1.1
COc1ccc(C(=O)c2sc3nc(-c4ccc(OC)cc4)ccc3c2N)cc1,22.0%,?,-6.1%,22.4%,i,0.1%,-6.4%,1.6%,1.5
O=C(O)CSC(C(=O)Nc1ccc(Br)cc1)c1ccc(Cl)cc1 (stereo not given),-17.3%,-4.3%,1.1%,-0.6%,i,-0.5%,-0.5%,4.4%,0.7
Cc1cccc2sc(N(CCCN(C)C)C(=O)CN3C(=O)c4ccccc4C3=O)nc12,-1.5%,?,?,-16.9%,i,0.4%,-2.9%,3.2%,-0.3
O=C(O)c1cccc(S(=O)(=O)Nc2ccc(Cc3ccncc3)cc2)c1,-16.4%,32.0%,1.1%,5.0%,i,3.1%,1.0%,-9.5%,0.6
Cc1ccc(S(=O)(=O)CC(O)COc2ccc(F)cc2Cl)cc1 (stereo not given),-11.9%,5.2%,0.0%,-9.4%,i,2.5%,1.4%,9.4%,-4.0
COC(=O)CSCc1nc2ccccc2[nH]c1=O,8.5%,?,4.2%,14.6%,i,5.1%,-3.1%,-0.3%,-32.5*
NC(=O)c1c(NC(=O)c2cccnc2)sc2c1CCCCC2,0.9%,?,-1.7%,-4.9%,i,3.7%,-2.9%,2.0%,-0.3
COCCCNC(=O)Cc1coc2ccc3ccccc3c12,-0.2%,-3.8%,0.1%,18.5%,i,-0.7%,-1.4%,12.4%,-8.0
CC(C)(CNC(=O)Cc1ccc(Br)cc1)N1CCOCC1,1.2%,?,10.1%,-4.8%,i,-0.6%,1.1%,10.6%,1.4
CC1CCN(c2ccc([N+](=O)[O-])cc2C(=O)NCC2CCCO2)CC1 (stereo not given),-14.0%,-15.0%,-15.0%,-18.3%,i,-0.2%,-3.9%,3.6%,-0.6
COc1cccc(C2C(C(=O)OC(C)C)=C(C)N=c3s/c(=C\c4ccc(C(=O)O)cc4)c(=O)n32)c1 (stereo not given),-1.8%,?,?,1.2%,i,6.2%,0.2%,8.8%,-0.5
Cc1nc2ncnn2c(C)c1CCC(=O)N1CCc2ccccc21,-1.3%[57.1 µM],10.2%,4.7%,2.5%,i,0.3%,?,-1.9%,1.4
COc1ccc(OC)c(CN2CCN(c3ccc(S(=O)(=O)N4CCCC4)cn3)CC2)c1,-22.2%,?,-22.2%,?,i,1.6%,1.0%,4.5%,1.5
CCCCOC(=O)/C(C#N)=C/c1ccc(-c2cccc(C(F)(F)F)c2)o1,.,-1.8%,-0.1%,7.0%,.,24.6%,.,.,.
CCCCSc1nc(CCC)cc(=O)[nH]1,3.6%,-2.4%,-7.3%,22.9%,i,-0.7%,-3.0%,-2.0%,-0.9
CCOC(=O)C(NC(=O)CC(C)C)(Nc1sc2c(c1C(N)=O)CCCC2)C(F)(F)F (stereo not given),17.3%,5.9%,1.0%,5.4%,i,0.8%,-2.7%,6.9%,2.5
Cc1ccc(CNC(=O)CCCCn2c(=O)[nH]c3ccsc3c2=O)cc1,13.7%,?,23.1%,5.7%,i,-0.4%,-7.2%,4.7%,2.4
N#Cc1c(C(F)(F)F)cc(-c2cccs2)nc1N1CCCCC1,-0.2%,4.0%,2.5%,25.3%,i,-0.2%,2.3%,14.5%,-28.7
CCOC(=O)C1CCCN(S(=O)(=O)c2cc3c(cc2C)NC(=O)CO3)C1 (stereo not given),.,5.7%,-4.5%,-3.4%,.,-0.6%,.,.,.
Nc1nc2ccc(S(=O)(=O)N3CCCCC3)cc2s1,-2.7%,-9.5%,0.6%,-29.8%,i,-0.3%,0.0%,4.5%,0.3
Cc1ccc(/C(N)=N/OC(=O)Oc2ccccc2)cc1,10.2%,2.5%,-6.0%,-17.7%,i,-0.3%,-0.6%,-3.6%,2.1
O=C(C(Cc1ccccc1)n1cccc1)N1CCCCC1 (stereo not given),-3.1%,-15.1%,-3.5%,-10.6%,i,-0.7%,-0.3%,7.3%,-0.8
COCc1cc(C)nc(SCC(=O)Nc2cc(C(F)(F)F)ccc2N2CCOCC2)c1C#N,11.6%,-25.5%,-0.7%,0.9%,i,-0.3%,-1.2%,7.1%,-6.5
C[C@H]1CN([C@@H](C)CO)C(=O)CCCn2nncc2CO[C@H]1CN(C)C(=O)c1ccc(N2CCN(C)CC2)cc1,12.3%,.,.,-3.5%,i,0.3%,.,16.2%,0.0
COc1ccccc1C(=O)NNC(=O)C(=O)NC1CCCCC1,-4.7%,1.1%,0.2%,-18.8%,i,0.7%,0.3%,2.4%,-1.1
CC(NC(=O)CN(C)Cc1nc2ccccc2c(=O)[nH]1)c1ccccc1 (stereo not given),10.4%,28.4%,-1.7%,-5.1%,i,0.5%,3.4%,4.5%,0.8
COC(=O)Cc1ccc(NC(=S)N2CCCC(CO)C2)cc1 (stereo not given),15.4%,?,-0.5%,2.9%,i,-0.7%,0.1%,-5.6%,-2.8
C=CCNc1nc(-c2ccc(Cl)cc2)cs1,-5.7%,?,-3.5%,-16.3%,i,?,-0.5%,-2.5%,-0.9
CSc1nc(C)cc(SCC(=O)N/N=C/c2ccccc2)n1,-1.2%,-17.9%,10.7%,-5.7%,i,0.8%,-0.8%,-2.5%,-2.9
Fc1cccc(Cc2noc(CN3CCOCC3)n2)c1,9.3%,7.2%,4.0%,?,i,-0.1%,0.2%,4.1%,-2.1

# A portion of the library (hit frequency here may not be typical).
